TNAP act DEA: activators of human TNAP at intermediate phosphate acceptor; activation factor at 20 µM; AID 813; 64,000 tested, under 10 active; purified TNAP, CDP-star luminescence, 100 mM DEA, 30 min; active compounds read high; scale: 0 levamisole-inhibited, 1 vehicle-only enzyme; P05186;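 active means activation factor of at least 2 at 20 µM, relative to controls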
Target sequence (P05186 whole entry, looked up): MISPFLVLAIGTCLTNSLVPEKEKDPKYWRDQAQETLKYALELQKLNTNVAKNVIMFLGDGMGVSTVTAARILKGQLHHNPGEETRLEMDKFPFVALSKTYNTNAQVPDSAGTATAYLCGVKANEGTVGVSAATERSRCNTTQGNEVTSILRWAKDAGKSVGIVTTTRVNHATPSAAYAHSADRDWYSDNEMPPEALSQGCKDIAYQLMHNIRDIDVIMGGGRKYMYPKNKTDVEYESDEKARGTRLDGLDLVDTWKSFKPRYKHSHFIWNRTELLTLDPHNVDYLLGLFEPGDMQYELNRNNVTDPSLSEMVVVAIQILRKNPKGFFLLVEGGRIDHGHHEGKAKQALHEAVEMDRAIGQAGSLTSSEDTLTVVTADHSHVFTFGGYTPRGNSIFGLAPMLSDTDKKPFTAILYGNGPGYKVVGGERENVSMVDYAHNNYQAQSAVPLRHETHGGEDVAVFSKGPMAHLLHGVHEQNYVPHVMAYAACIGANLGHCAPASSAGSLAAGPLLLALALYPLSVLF
Cdc25B block: inhibitors of human Cdc25B phosphatase | P30305 | recombinant Cdc25B, OMFP fluorescence Ex485/Em525 | inhibition, %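 (compounds tested at 10 µM final in the well)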 | 65,000 tested, 0.1% active | AID 368; in the data active means inhibition above about 50%
Target sequence (P30305 whole entry, looked up): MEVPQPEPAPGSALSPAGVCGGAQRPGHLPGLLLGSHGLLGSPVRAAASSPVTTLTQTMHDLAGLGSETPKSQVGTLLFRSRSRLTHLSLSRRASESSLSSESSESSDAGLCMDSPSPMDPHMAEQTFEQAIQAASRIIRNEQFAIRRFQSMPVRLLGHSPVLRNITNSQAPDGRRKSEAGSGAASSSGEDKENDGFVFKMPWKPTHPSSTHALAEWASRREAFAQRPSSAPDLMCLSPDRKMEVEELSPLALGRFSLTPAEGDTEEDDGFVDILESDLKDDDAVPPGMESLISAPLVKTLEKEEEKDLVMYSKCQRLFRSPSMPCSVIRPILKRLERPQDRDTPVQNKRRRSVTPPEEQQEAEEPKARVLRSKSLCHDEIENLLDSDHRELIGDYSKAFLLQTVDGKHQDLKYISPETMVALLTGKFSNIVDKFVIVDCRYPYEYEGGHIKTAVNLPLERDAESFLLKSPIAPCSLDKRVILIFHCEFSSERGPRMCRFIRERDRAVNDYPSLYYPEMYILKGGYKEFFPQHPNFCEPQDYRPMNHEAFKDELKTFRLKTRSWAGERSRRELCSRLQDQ
D1 allo mod: D1 dopamine receptor (human) allosteric modulation. B-score at 10 µM. AID 641. P21728. 58,000 tested, 5.9% active. HEK293 D1, CRE-luciferase, dopamine EC30 potentiation; actives deviate in either direction;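 active means luminescence count or its row- and column-corrected plate score outside the 99.7% band of the plate's sample wells, on either side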
DUSP1 inh: human dual specificity phosphatase 1 inhibition; P28562; recombinant MKP-1, OMFP hydrolysis fluorescence; inhibition, %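 (compounds tested at a single concentration somewhere between 10 and 100 µM)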; 65,000 tested, 0.15% active; AID 374;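 active means inhibition above about 50%, limit read from the data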;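 further: 0% = DMSO max control wells and 100% = wells with enzyme stopped by NaOH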
Hsp90 inh: displaces geldanamycin probe from tumor Hsp90; P07900; NCI-N417 lysate Hsp90, Cy3B-geldanamycin FP displacement; inhibition, % at 30 µM; 64,000 tested, 0.35% active; AID 429;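 active means inhibition above 50%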;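 further: 0% = tracer plus lysate wells and 100% = tracer alone without lysate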
FXIIa inh mix: blocks human factor XIIa in pooled compound mixtures; P00748; purified FXIIa, fluorogenic substrate; inhibition, % at 5 µM; 62,000 tested, 0.2% active; in the data active means inhibition above about 20%, passing the limit was not always enough;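 further: 0% = enzyme without compound and 100% = no enzyme blank; some results filed as inactive read as strong as hits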
SF1 activator: activators of human nuclear receptor SF-1. activation, % at 10 µM. AID 522. CHO-K1 Gal4-SF-1 LBD luciferase reporter; % increase over DMSO SF-1-specific signal. 65,000 tested, 1.9% active;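 active means activation above the mean activation of all tested compounds plus 3 SD, cut at about 50% in these data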
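Test system: transient Gal4-SF-1 LBD reporter, CHO-K1; Amount: 4,000 CHO-K1 cells per well; Doses: 10 µM only; Timing: compound exposure 20 h at 37 °C; Signal: luciferase light emission; Read-out basis: percent activation relative to DMSO median and mock-transfected background; Control set: DMSO negative control and −SF1 background wells; Replicates: one test per compound.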
Her2 expr inh: lowers expression of human Her2 kinase; 65,000 tested, 0.69% active; P04626; SKBR-3 HER2 protein level, AlphaScreen, 18-24 h; active compounds read low; HER2 level % of control, % at 10 µM;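 active means HER2 level under 5% of the carrier-only control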;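 further: 100% = DMSO carrier and 0% = 500 nM PU-H71 HSP90 inhibitor; lower value means stronger loss of Her2 protein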
RORa activator: activators of human nuclear receptor RORA. P35398. CHO-K1 Gal4-RORA LBD luciferase reporter, luminescence; percent increase over mock-subtracted basal signal. activation, % at 10 µM. 65,000 tested, 1.5% active. AID 560;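 active means activation above the mean of all tested compounds plus 3 SD, cut at about 49% in these data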;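 further: 0% = DMSO-treated RORA cells and 100% = added signal equal to DMSO minus mock-transfected cells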
An asterisk follows results filed as active; . = not tested or not shown.

SMILES	TNAP act DEA	Cdc25B block	D1 allo mod	DUSP1 inh	Hsp90 inh	FXIIa inh mix	SF1 activator	Her2 expr inh	RORa activator
COc1cccc(NC(=O)c2ccc(CN3CCN(c4ccccc4)CC3)cc2)c1	0.9	-10	-1.4	-24	-5	8	5	107	-14
CCN(CCCNC(=O)C1CCC(=O)N1Cc1ccc(F)cc1)c1cccc(C)c1 (configuration not stated)	0.9	-17	-1	14	-2	4	6	82	12
CCn1c(SCC(=O)C(C)(C)C)nnc1-c1cccnc1	1	-7	-0.11	4	3	2	-5	114	-10
O=C(CCSc1nnc(-c2ccncc2)o1)Nc1ccc(Cl)cc1	0.8	-6	.	13	.	-1	10	181	10
CCn1cc(C(=O)O)c(=O)c2cc(OC)ccc21	0.9	-3	1.2	-20	-1	14	-7	68	0
CC1(c2ccc3c(c2)OCO3)NC(=O)N(CC(=O)NCCC2=CCCCC2)C1=O (configuration not stated)	1	5	0.054	20	-2	11	12	82	-10
CC1=Nc2ccccc2N=C(NC(=O)CSc2nnnn2-c2ccccc2)C1c1ccccc1 (configuration not stated)	1	-2	-0.8	10	1	-1	11	80	7
O=C(NCCCn1ccnc1)c1cn(Cc2ccc(F)cc2)nn1	0.9	-3	-0.52	-24	9	-22	1	112	3
C=CCSC1=N/C(=C\c2cc(OC)c3c(c2)OCO3)C(=O)S1	0.8	-3	0.49	5	2	.	-4	62	12
CCCCOc1cccc(C(=O)Nc2ccc(N3CCN(CC)CC3)cc2)c1	1	-5	-3.6*	-4	1	1	7	51	15
COc1ccc(C)c(Cn2c(-c3nonc3N)nc3ccccc32)c1	0.9	-4	1.3	6	-1	9	4	98	8
CCc1c(C(=O)N2CCOCC2)csc1C	0.8	-13	-0.6	-11	-1	10	-4	96	10
CC1=CC(=C2C(=O)c3ccccc3C2=O)C=C(C)N1Cc1ccco1	0.9	-6	-1.3	12	-2	3	18	79	20
CCC(=O)Nc1ccc(C(=O)c2ccccc2)cc1	0.9	6	-0.37	11	1	5	25	88	20
CC(C)(C)NC(=O)C(c1ccco1)N(Cc1ccc(F)cc1)C(=O)c1snc(C(N)=O)c1N (configuration not stated)	0.9	1	-0.042	16	0	-17	3	91	-9
COc1ccccc1-c1nn2c(-c3ccco3)nnc2s1	0.9	11	.	-4	-4	.	59*	82	36
Cc1c(CNCc2cccs2)c(C(=O)O)c(C)n1Cc1ccccc1	0.9	-15	.	0	-4	2	4	95	-14
COc1cccc(OC)c1NC(=O)Cc1nn(C)c(=O)c2ccccc12	0.9	0	-0.078	-7	1	5	3	96	-22
c1ccc2[nH]c(CSc3nc4ccccc4o3)nc2c1	0.9	-18	0.12	6	1	-3	6	130	3
COc1ccc2[nH]c(=O)c(CN(C(=O)C3CCCO3)c3cccc(C)c3)cc2c1 (configuration not stated)	0.9	-5	0.28	-14	-5	-21	-5	66	-2
Cc1cc(C(=O)OCC(=O)N2C(C)CCCC2C)c(C)o1 (configuration not stated)	1	-7	-0.1	4	0	3	8	108	-3
CCCCCCCC(=O)OCC(=O)[C@@]1(O)CC[C@H]2[C@@H]3CCC4=CC(=O)CC[C@]4(C)[C@H]3[C@@H](O)C[C@@]21C	0.9	-7	-0.44	-18	1	0	0	80	-3
CCCCOc1ccc(/C(O)=C2/C(=O)C(=O)N(CCCOC)C2c2ccncc2)cc1 (configuration not stated)	0.8	5	0.55	-1	2	1	-13	125	1
CCOC(=O)c1ccc(N2C(=O)c3n[nH]c(C)c3C2c2ccc(OC)cc2)cc1 (configuration not stated)	1	3	0.35	24	-3	5	-5	45	-9
O=C(c1ccco1)c1cn[nH]c1-c1ccc(Cl)cc1O	1	-3	0.37	10	.	-1	8	56	13

Two entries picked at random from those above, as already listed:
SMILES	TNAP act DEA	Cdc25B block	D1 allo mod	DUSP1 inh	Hsp90 inh	FXIIa inh mix	SF1 activator	Her2 expr inh	RORa activator
CCCCOc1cccc(C(=O)Nc2ccc(N3CCN(CC)CC3)cc2)c1	1	-5	-3.6*	-4	1	1	7	51	15
O=C(CCSc1nnc(-c2ccncc2)o1)Nc1ccc(Cl)cc1	0.8	-6	.	13	.	-1	10	181	10

(next part)
SMILES	TNAP act DEA	Cdc25B block	D1 allo mod	DUSP1 inh	Hsp90 inh	FXIIa inh mix	SF1 activator	Her2 expr inh	RORa activator
CN1C(=O)c2ccccc2N(C)C1c1cccs1 (configuration not stated)	1	-18	-1.2	12	-7	4	6	81	-1
CC1CN(C(=O)c2cc3cc(Cl)cc(Cl)c3oc2=O)CC(C)O1 (configuration not stated)	0.9	-10	0.5	-6	0	2	-6	127	9
COc1ccc(Cn2c3nc4ccccc4nc3c3c(=O)n(Cc4ccco4)c(C)nc32)cc1	0.9	16	2.9	41	-9	1	-7	75	-10
COC(=O)c1ccc(CSc2nc3c(cnn3-c3ccc(Cl)cc3)c(=O)[nH]2)o1	.	34	1.5	13	0	.	12	134	-10
COC(=O)NCC(C)OC(=O)Nc1cccc(Cl)c1 (configuration not stated)	1	-9	-0.089	-1	-3	5	6	79	6
Cc1ccc(S(=O)(=O)N2CCOCC2)cc1C(=O)N1C(=O)c2cccc(N)c2C1=O	0.9	4	0.52	4	-6	3	8	84	-16
CC(C)(C)c1ccc(-c2nnc3sc(-c4ccccn4)nn23)cc1	0.9	10	-1.5	38	-7	-5	-8	89	-25
O=C(CSc1nc2ccccc2c(=O)[nH]1)N1CCCCC1	1.1	-4	.	3	-3	6	-32	86	10
COc1ccc(N2C(=O)CCC2=O)cc1	1.1	16	0.55	7	0	5	0	76	-13
CC1=C(C(=O)Nc2ccccc2)C(c2ccco2)C(C#N)=C(SCC(=O)Nc2cccc(C)c2C)N1 (configuration not stated)	0.9	14	-0.84	16	-10	2	1	85	-2
Cc1ccc(-c2nn3c(C)nnc3s2)cc1NC(=O)c1cccs1	1	-15	-0.91	10	-9	-1	1	59	-22
Cn1cc(C2NC(=O)c3c(sc4c3CCCC4)N2)c2ccccc21 (configuration not stated)	0.8	-4	-0.68	14	-5	-3	9	99	-9
CCc1c(C)nc2c(C#N)c[nH]n2c1=O	0.9	3	-0.4	8	1	-16	6	92	-11
Cc1cccc(C)c1OCCCCc1c(C)n[nH]c1C	1.1	-7	-0.55	-4	-4	0	-9	86	-14
COc1ccc(OC)c(NC(=O)CCNS(=O)(=O)c2cccs2)c1	1	-13	-0.24	3	8	20	10	68	-1
O=C(NCc1cccs1)C(NS(=O)(=O)c1cccc2nsnc12)c1ccccc1 (configuration not stated)	0.9	-5	0.11	1	-2	13	-22	86	-5
Clc1ccc2c(c1)C1OCCC1C(c1ccco1)N2 (configuration not stated)	0.9	-1	1.6	18	0	-9	-2	63	21
CN(C)S(=O)(=O)N1CCC(c2ccc(F)cc2)C(COc2ccc3c(c2)OCO3)C1 (configuration not stated)	0.9	-4	-0.18	13	1	0	-24	70	6
Cc1cccc(CC2CC(=O)N(c3ccccc3)C2=O)c1 (configuration not stated)	0.9	-4	0.079	-1	2	2	6	111	29
CCCCc1cc2c(c(NC(=O)CC)n1)c(=O)oc1ccccc12	0.9	-4	6.6*	-1	-2	8	-1	75	-10
COC(=O)C1=CN(CC2CCCO2)C=C(C(=O)OC)C1c1cc(OC)c(OC)c(OC)c1 (configuration not stated)	1.1	0	.	10	-3	2	-19	128	-15
Cc1ccc(N(C(=O)CNC(=O)c2ccco2)C(C(=O)NC2CCCC2)c2cccnc2)cc1C (configuration not stated)	0.9	-15	.	6	3	9	22	122	-20
Cc1ccc2[nH]c(=O)c(N3CCOCC3)c(-c3ccccc3)c2c1	.	-5	0.68	14	-4	.	16	98	10
CCC(C)n1c(=O)c(C(=O)Nc2ccccc2S(N)(=O)=O)c(O)c2ccccc21 (configuration not stated)	0.9	1	0.0047	-8	-5	7	0	85	-1
CCCC1(C(=O)OC)NC(c2cccc(F)c2)C2C(=O)N(CC)C(=O)C21 (configuration not stated)	1	-15	-1.5	-2	1	9	2	79	3

A stretch from further up:
SMILES	TNAP act DEA	Cdc25B block	D1 allo mod	DUSP1 inh	Hsp90 inh	FXIIa inh mix	SF1 activator	Her2 expr inh	RORa activator
O=C(NCc1cccs1)C(NS(=O)(=O)c1cccc2nsnc12)c1ccccc1 (configuration not stated)	0.9	-5	0.11	1	-2	13	-22	86	-5
Clc1ccc2c(c1)C1OCCC1C(c1ccco1)N2 (configuration not stated)	0.9	-1	1.6	18	0	-9	-2	63	21
CN(C)S(=O)(=O)N1CCC(c2ccc(F)cc2)C(COc2ccc3c(c2)OCO3)C1 (configuration not stated)	0.9	-4	-0.18	13	1	0	-24	70	6
Cc1cccc(CC2CC(=O)N(c3ccccc3)C2=O)c1 (configuration not stated)	0.9	-4	0.079	-1	2	2	6	111	29
CCCCc1cc2c(c(NC(=O)CC)n1)c(=O)oc1ccccc12	0.9	-4	6.6*	-1	-2	8	-1	75	-10
COC(=O)C1=CN(CC2CCCO2)C=C(C(=O)OC)C1c1cc(OC)c(OC)c(OC)c1 (configuration not stated)	1.1	0	.	10	-3	2	-19	128	-15
Cc1ccc(N(C(=O)CNC(=O)c2ccco2)C(C(=O)NC2CCCC2)c2cccnc2)cc1C (configuration not stated)	0.9	-15	.	6	3	9	22	122	-20
Cc1ccc2[nH]c(=O)c(N3CCOCC3)c(-c3ccccc3)c2c1	.	-5	0.68	14	-4	.	16	98	10
CCC(C)n1c(=O)c(C(=O)Nc2ccccc2S(N)(=O)=O)c(O)c2ccccc21 (configuration not stated)	0.9	1	0.0047	-8	-5	7	0	85	-1
CCCC1(C(=O)OC)NC(c2cccc(F)c2)C2C(=O)N(CC)C(=O)C21 (configuration not stated)	1	-15	-1.5	-2	1	9	2	79	3

Next part.
SMILES	TNAP act DEA	Cdc25B block	D1 allo mod	DUSP1 inh	Hsp90 inh	FXIIa inh mix	SF1 activator	Her2 expr inh	RORa activator
CN1c2ccccc2N(C)C1c1c(O)ccc2ccccc12	0.9	0	-1.7	-10	-2	.	-2	97	-8
COc1ccc(CN2CCN(C(=O)c3ccco3)CC2)cc1OCc1ccccc1	0.9	-11	-0.062	6	-3	-15	-13	109	-7
O=c1[nH]c(CN2CCCCC2)nc2c1C1(CCCCC1)Cc1ccccc1-2	0.9	-3	.	-28	2	1	3	120	-26
O=C(CC1Nc2ccccc2NC1=O)NCCCN1CCCCCC1 (configuration not stated)	0.9	6	-0.71	-9	0	6	-9	101	26
O=C(CSc1n[nH]c(=O)n1C1CC1)Nc1cc(Cl)ccc1Oc1ccccc1	1	-1	-2.5	1	1	7	3	58	2
O=C(CSc1nnc(CNc2ccc(F)cc2)o1)N1CCN(C(=O)c2ccco2)CC1	1	-4	-0.051	4	-2	2	2	90	9
COC(=O)c1sccc1NC(=O)c1ccc(Cl)s1	0.9	-4	1.7	-1	-1	6	1	4.0*	-4
CC(Oc1ccc2c(-c3ccccc3)cc(=O)oc2c1)C(=O)O (configuration not stated)	1	-3	0.14	0	4	-1	6	93	-11
c1coc(-c2nnc(-c3cccs3)o2)c1	1	1	4.1	0	0	1	48	51	25
O=C(O)c1ccc2c(c1)ncn2C1CCCCCC1	0.9	-8	-0.22	-14	2	1	11	77	9
O=c1c2c3nc4ccccc4nc3n(CCN3CCOCC3)c2ncn1CCN1CCOCC1	0.8	-9	.	16	-6	2	-2	110	-13
COC(=O)c1cc2sccc2n1CC(=O)N1CCCc2ccccc21	1	14	2.5	4	-4	0	-16	72	-21
O=C1CNC(=O)c2c(nc3n2CCC3)N1	0.9	-4	-2.6	18	-1	0	13	82	5
CC1=C(C)CS(=O)N(c2ccc(S(N)(=O)=O)cc2)C1 (configuration not stated)	0.9	-4	-0.059	-18	-2	4	9	97	0
O=C(CSc1ccccc1)Nc1cccnc1	0.9	-9	-1.7	-3	-2	7	-7	111	-8
Cc1c(Cl)cccc1NC(=O)CSCc1cc(=O)[nH][nH]1	0.9	-10	0.96	7	-8	0	2	102	10

Screening results as filed in PubChem BioAssay.
